High-throughput results: PubChem, Icahn School of Medicine at Mount Sinai
ROC1-CUL1 inh: human ROC1-CUL1 E3 ligase inhibition | P62877+Q13616 | in vitro K48 di-Ub FRET, acceptor:donor ratio, 45 min | inhibition, % at 10 µM | actives 0.6% (n = 140,000) | AID 1347404; in the data active means inhibition above about 25%
Target sequence (P62877 whole entry, looked up): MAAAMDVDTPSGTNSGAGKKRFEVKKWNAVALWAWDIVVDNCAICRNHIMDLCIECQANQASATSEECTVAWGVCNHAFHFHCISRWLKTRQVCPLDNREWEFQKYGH
Target sequence (Q13616 whole entry, looked up): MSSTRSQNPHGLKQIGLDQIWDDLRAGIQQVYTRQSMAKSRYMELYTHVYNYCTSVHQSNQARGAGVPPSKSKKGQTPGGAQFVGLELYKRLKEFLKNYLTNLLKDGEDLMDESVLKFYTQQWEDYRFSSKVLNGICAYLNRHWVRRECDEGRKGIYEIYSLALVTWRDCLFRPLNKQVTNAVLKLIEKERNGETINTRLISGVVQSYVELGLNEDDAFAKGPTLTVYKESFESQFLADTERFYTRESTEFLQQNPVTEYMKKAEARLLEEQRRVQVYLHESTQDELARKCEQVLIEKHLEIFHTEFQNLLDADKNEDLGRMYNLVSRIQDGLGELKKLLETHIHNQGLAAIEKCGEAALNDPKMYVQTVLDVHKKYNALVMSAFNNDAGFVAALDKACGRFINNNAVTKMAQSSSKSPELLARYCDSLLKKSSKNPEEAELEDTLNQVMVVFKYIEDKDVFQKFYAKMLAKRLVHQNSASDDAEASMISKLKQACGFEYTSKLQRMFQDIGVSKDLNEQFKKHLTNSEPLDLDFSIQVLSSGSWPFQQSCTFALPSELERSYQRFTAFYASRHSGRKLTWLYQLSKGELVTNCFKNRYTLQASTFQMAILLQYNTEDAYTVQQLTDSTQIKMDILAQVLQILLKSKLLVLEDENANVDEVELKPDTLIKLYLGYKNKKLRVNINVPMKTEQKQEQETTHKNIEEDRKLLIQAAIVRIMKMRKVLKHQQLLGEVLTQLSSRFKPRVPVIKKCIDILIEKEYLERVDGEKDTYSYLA
An asterisk follows results filed as active. A portion of the library; the hit share may differ from the screen's.

Compound	ROC1-CUL1 inh
COC(=O)C1=C(C)N=c2s/c(=C\C=C\c3ccccc3)c(=O)n2C1c1ccccc1 (configuration not stated)	0
COc1ccc(-c2cc3c(=O)n(CC(=O)Nc4ccc(Br)c(C)c4)ccn3n2)cc1OC	1
O=C1CCC(CCC(=O)N2CCC(c3ccccc3F)C2)(Cc2ccc3ccccc3c2)N1 (configuration not stated)	-8
CS(=O)(=O)c1ccc2nc(NC(=O)/C=C/c3cccs3)sc2c1	0
CCCSC1=NN=C2C(=NC(c3ccc(C(=O)O)cc3)Nc3ccccc32)O1 (configuration not stated)	9
CCCCCCn1c(CNC(=O)c2ccccc2)nc2ccccc21	-4
COc1cc(/C=C2/C(=O)N(c3ccc(S(=O)(=O)O)cc3)N=C2C)ccc1OC(=O)c1cccs1	56*
CC(=O)Nc1ccc(NC(=O)c2oc3ccc4c(c3c2C)C(=O)CC(C)(C)O4)cc1	4
CCOC(=O)c1cc(C(=O)OCC)c[n+](CC)c1	0
COc1ccc(NC(=O)CN(C)S(=O)(=O)c2cnc[nH]2)cc1Cl	-7
CCOC(=O)c1c(NC(=O)c2cc(CC)on2)sc(C(C)=O)c1C	2
Cc1sc(N2CCN(C(=O)c3ccccc3)CC2)nc1-c1ccccc1	1
COc1ccccc1/C=C/CN1CC[C@@H](N2CCCCCC2)[C@H](O)C1	14
O=C1[C@@H]2C3CCC(O3)[C@H]2C(=O)N1CNc1ccccc1Cl	5
COCCCNC(=O)c1c(NC(=O)Cc2coc3cc(C)ccc23)sc2c1CCCC2	1
CCc1ccc(CCC(=O)NC(C)(C)C)cc1	-3
CCOC(=O)CN1C(=O)S/C(=C/c2cc(Cl)c(OCc3cccc(C(=O)O)c3)c(OCC)c2)C1=O	-4
Cc1cc(C)cc(NC(=O)c2cc(S(=O)(=O)N3CCc4ccccc43)cn2C)c1	-4
Cc1cc(Br)ccc1NC(=O)C(NS(=O)(=O)c1cccs1)c1ccccc1 (configuration not stated)	0
Cc1ccc(-c2noc(-c3ccc(N4CCCCC4)c([N+](=O)[O-])c3)n2)cc1	-5
COc1ccccc1OC(=O)c1ccc(C)c(C)c1	-5
CCN1c2ccccc2N=C2CC(C)(C)CC(=O)C2C1c1ccc(OC)cc1 (configuration not stated)	9
CCCCN1CC(C(=O)Nc2ccccc2OC)CC1=O (configuration not stated)	2
CN(C1CCCCC1)S(=O)(=O)c1ccc(N)cc1	-1
O=C1NN(c2ccccc2)C(=O)/C1=C\c1ccc(-c2ccc(C(=O)O)c(Cl)c2)o1	14

Compound	ROC1-CUL1 inh
O=C1N(CC2CCC2)CCCC1(O)CNCc1cccc(F)c1 (configuration not stated)	9
COCc1cc(C)nc(OCC(=O)N/N=C/c2cc(C)n(-c3c(C)cccc3C)c2C)c1C#N	0
CCc1ccc(NC(=O)CC2NC3CCCCC3NC2=O)cc1 (configuration not stated)	-7
CCC1CN(C(=O)Nc2ccc(Br)cc2F)c2ccccc2S1 (configuration not stated)	6
CCNC(=O)N1CCC(C2CCN(c3ncccn3)CC2)C1 (configuration not stated)	-14
CCCc1cc(NCC2CCCO2)n2c(nc3ccccc32)c1C#N (configuration not stated)	14
CCOC(=O)c1cn(Cc2ccccc2)nc1-c1ccccc1	4
CCOC(=O)c1ccc(N=C2S/C(=C\c3ccccc3O)C(=O)N2C)cc1	4
O[C@@H]1CCN(c2nccc(-c3cnn(-c4ccc(Cl)cc4)c3)n2)C1	12
O=C(NC(C(Cl)(Cl)Cl)S(=O)(=O)c1ccccc1)c1ccc(Cl)cc1Cl (configuration not stated)	6
Cc1cc(-c2nc(-c3c(C)ncc4c3CCNC4)no2)c(-c2ccccc2)o1	4
Brc1ccc(C#Cc2ccccc2)cc1	-3
CN(C)C(=O)c1ccccc1Sc1ccc(Cl)c2ccccc12	8
O=C(Nc1cccnc1)C1CCCC1	4
O=C(Cn1c(SCCOc2ccc(Cl)cc2)nc2ccccc21)N1CCCCC1	2
O=C1CN(c2ccccc2)C(=O)N1CNc1ccccc1	3
O=S(=O)(NCc1ccccn1)c1ccc(Oc2ccccc2)cc1	2
COc1cc(CC2=NC(=O)N(CC(=O)Nc3ccc(F)cc3)C2=O)ccc1OC(C)C(=O)O (configuration not stated)	4
COc1ccccc1NC(=O)CC1Nc2ccccc2NC1=O (configuration not stated)	-1
Cc1ccccc1Nc1c(-c2ccc(Cl)s2)nc2cccc(C)n12	-6
COc1ccc(-n2nnnc2-c2cnn(-c3cccc(F)c3)c2C(F)(F)F)cc1	-2
CCn1ccnc1CN(C)Cc1nc(-c2cccc(Cl)c2)no1	8
CCOc1ccc(N(CC(=O)Nc2cc(OC)cc(OC)c2)S(=O)(=O)C2C(=O)NC(=O)N=C2C)cc1 (configuration not stated)	10
COc1ccc(C2C3=C(CC(C)(C)CC3=O)N(c3sc4c(c3C#N)CCCC4)C(=N)C2C#N)cc1OC (configuration not stated)	1
Cc1ccc2[nH]c3nc4nncn4nc3c2c1	6

Compound	ROC1-CUL1 inh
CS(=O)(=O)c1ccc2nc(NC(=O)CCCN3C(=O)c4cccc5cccc(c45)C3=O)sc2c1	-6
Cc1ccc(C=Nc2ccc(C3(c4ccc(N=Cc5ccc(C)s5)cc4)c4ccccc4-c4ccccc43)cc2)s1	-3
Fc1ccc2c(c1)Sc1ccc(Cl)cc1CO2	12
CCCCC(=O)NC(Nc1ccc(S(=O)(=O)Nc2nocc2C)cc1)(C(F)(F)F)C(F)(F)F	-8
Cc1cccnc1N1CCC(C2CCN(c3ncccn3)CC2)C1 (configuration not stated)	8
Cc1cccc(C)c1-n1ncc(C(=O)NCCCN2CCCCC2)c1C1CCN(C(=O)OC(C)(C)C)CC1	-1
O=c1c(-c2cc(-c3ccccc3)nc3c2COc2ccc(Cl)cc2-3)coc2ccc(F)cc12	-3
CCC1CN(CCNC(=O)Cc2c(F)cc(F)cc2F)Cc2cc(OC)ccc2O1 (configuration not stated)	-1
CCN(CC)S(=O)(=O)c1ccc2c(c1)N(CC(=O)Nc1ccccc1F)C(=O)C1CCCN21 (configuration not stated)	-5
N#CC1C(=N)N(c2ccc(Cl)cc2)C2=C(C(=O)CCC2)C12C(=O)Nc1ccccc12 (configuration not stated)	2
COC(=O)c1cc([N+](=O)[O-])c(NCC(=O)O)c([N+](=O)[O-])c1	4
CCN(C(=O)c1ccncc1)c1ccccc1C(=O)O	2
COC1(OC)C(C#N)C(c2ccc(N)cc2)C1(OC)OC (configuration not stated)	6
Cc1cccc(-n2ccnc2SCC(=O)Nc2ccccc2C(F)(F)F)c1	-4
CSc1ncc(C(=O)NCc2cccc(F)c2)c(-c2ccccc2)n1	-3
Cc1ccc(-n2c(-c3ccncc3)n[nH]c2=S)cc1	7
Cc1cc2c(c(-c3cnccn3)c1)OC(CNC(=O)/C=C/c1cccs1)C2 (configuration not stated)	-5
CCCN1CCC(NC(=O)Cc2ccc(F)cc2)CC1	6
CCOCCCNc1nc2cc(OC)c(OC)cc2c2nc(-c3ccccc3)nn12	7
Cc1ccc(C(=O)/C=C/c2cn(CC(O)CN3CCCCCC3)c3ccccc23)cc1 (configuration not stated)	-9
Cn1c(SCc2ccc(F)cc2Cl)nnc1C1CC1	2
CCCN(C)S(=O)(=O)c1cccc(C(=O)NCC)c1	0
Cc1cccc(C(=O)N2CCC(C3(CCC(C)C)NC(=O)N(Cc4ccccn4)C3=O)CC2)c1C (configuration not stated)	1
O=C(O)c1nn2c(c1Br)NC(c1ccccc1)CC2C(F)(F)F (configuration not stated)	-2
Cc1ccc(-n2c(=O)c3cccnc3n2CC(=O)Nc2ccccc2C(F)(F)F)cc1C	-3

Compound	ROC1-CUL1 inh
Cc1ccc([N+](=O)[O-])cc1N1C(=O)C2C(C1=O)C1C=CC2C12CC2 (configuration not stated)	-1
Cc1ccc(C(=O)N=C2SCCN2C(=O)c2ccc(C)o2)o1	-2
COc1cc(C2Nc3ccc4ccccc4c3C3=C2C(=O)CC(C)(C)C3)cc(Br)c1OC (configuration not stated)	-6
O=C1c2cccc3c(NCCO)ccc(c23)C(=O)N1CCO	19
C/C=C/Cn1c(=O)c2c(nc3n(-c4ccccc4)c(C)c(C)n23)n(C)c1=O	4
CCOC(=O)Cn1nc(C)c(NC(=O)COc2ccc(C)c(C)c2)c1C	-4
CCOc1cccc(-c2nnc(NC(=O)C34CC5CC(CC(C5)C3)C4)s2)c1	7
Cc1c(Cl)cccc1NC(=O)NCc1c(-n2cccc2)sc2c1CCCC2	-8
CC(=NCc1ccc(Cl)cc1Cl)C1N=C(c2ccccc2)OC1=O (configuration not stated)	3
CCN(C1CCCCC1)S(=O)(=O)c1cc(C)c(Cl)cc1Cl	0
Cc1cccc(C(C)C)c1NC(=O)C1CCN(S(=O)(=O)N(C)C)CC1	2
CC#CCN1C(=O)NC(CCc2ccccc2)(C2CCN(Cc3ccco3)CC2)C1=O (configuration not stated)	1
COc1cccc(CNC(=O)CCS(=O)(=O)c2cc3c4c(c2)CCN4C(=O)CC3)c1	-1
O=C(COc1cnn(-c2ccccc2)c(=O)c1Cl)c1ccc(Br)cc1	-4
Cc1cccc(NC(=O)c2cc3c(=O)n4cccc(C)c4nc3s2)c1C	7
COC(=O)C1=C(C)N(C)C(=O)NC1c1ccc(OC(F)(F)F)cc1 (configuration not stated)	-13
CCN1CCN(C2(C(=O)N3CCCC(OC)C3)Cc3ccccc3C2)CC1 (configuration not stated)	6
COC(=O)c1c(NC(=O)c2ccncc2)sc2c1CCC2	4
C=C(C)COc1ccccc1C(=O)Nc1ccccc1	19
COc1ccc(Cn2ccnc2SCC(=O)Nc2ccc(C)cc2C)cc1	-1
Cc1cccc2c1S(=O)(=O)CCC2=O	12
COc1ccc(NC(=S)NNC(=O)Cn2nc(C(F)F)cc2C(F)F)cc1	-3
CCN1CCC(NC(=O)c2ccc(Cl)c(Cl)c2)CC1	-9
O=C(NCC1Cc2cc(F)cc(-c3ccccn3)c2O1)c1cc(F)ccc1F (configuration not stated)	11
Cc1ccc(S(=O)(=O)N=S(C)c2cccc(C(=O)O)c2)cc1 (configuration not stated)	0

Compound	ROC1-CUL1 inh
CCC1=NN2C(=N)/C(=C/c3cc(Cl)c(OC(=O)c4ccco4)c(OC)c3)C(=O)N=C2S1	0
CCCn1c2ccccc2c2cnn(CC(=O)Nc3cc(OC)c(OC)c(OC)c3)c(=O)c21	5
CCCCNC(=O)CCn1c(=O)c2cccn2c2cccnc21	-9
CCC(=O)N1CCc2cc(Br)cc(S(=O)(=O)N3CCN(c4ccccc4OC)CC3)c21	4
O=C(NN=C1CCN(Cc2ccccc2)CC1)c1ccccc1F	-4
Cn1c(SCCc2ccccc2)nc2c(c1=O)C1(CCCC1)Cc1ccccc1-2	-5
CCN(CC)CCOC(=O)c1ccc(NC(=S)NC(=O)/C=C/c2ccco2)cc1	-8
CCOc1cc(CNC(=O)CSc2n[nH]c(-c3ccccc3)n2)cc(OCC)c1OCC	8
COc1ccc(C(=O)N2C[C@H](O)[C@@H](N3CCc4cc(SC)ccc4C3)C2)cc1	-1
Cc1ccnc(NC(c2cccc(OCc3ccccc3)c2)c2ccc3cccnc3c2O)c1 (configuration not stated)	-9
Cc1ccc(-c2noc(-c3cccnc3NCc3ccco3)n2)cc1	-2
CCCCNC(=O)CSc1nc2n[nH]c(C)c2c(=N)n1-c1cccc(Cl)c1C	10
CCOC(=O)c1ccc(NC(=O)CSc2nc(C)cc(=O)[nH]2)cc1	6
CCOC(=O)c1sc2ccccc2c1S(=O)(=O)N1CCN(c2cccc(C)c2C)CC1	-9
COC(=O)c1c(Nc2ccc(Cl)cc2)sc(C(=O)c2ccc(OC)cc2)c1C	1
CCC1CCCCN1C(=O)CCS(=O)(=O)c1cc2c(cc1C)NC(=O)CO2 (configuration not stated)	5
Cc1ccc(NC(=S)N2CCC(Cc3ccccc3)CC2)c(C)c1	-16
Cc1cc(C)c(S(=O)(=O)N2CCC(C(=O)Nc3ccc(Br)cc3F)CC2)c(C)c1	1
COc1cc(CN2Cc3cc(Cl)ccc3OC(C)C2)cc(OC)c1O (configuration not stated)	9
CCc1ccccc1-c1nc2c(cnn2C)[nH]1	6
CCOC(=O)COc1ccc(S(=O)(=O)N2CCOCC2)cc1	-4
COc1ccc(NC(=O)c2ccc3c(c2)C2C4CCC(C4)C2C(c2ccccc2)N3)cc1 (configuration not stated)	-4
O=C1NN(c2ccccc2)C(=O)/C1=C/c1ccc(F)c(Oc2ccccc2)c1	13
CN=C1c2ccccc2OC(=O)C1[N+](=O)[O-] (configuration not stated)	2
Cc1cc(OCCCc2c(C)n[nH]c2C)ccc1Cl	-5
CC(O)CNC(=O)C1CCN(c2nc(-c3ccccc3)nc3c2CCC3)CC1 (configuration not stated)	-8

Arranged by value in ROC1-CUL1 inh (falling): seven of the compounds above
Structure	ROC1-CUL1 inh
O=C1N(CC2CCC2)CCCC1(O)CNCc1cccc(F)c1 (configuration not stated)	9
CCOC(=O)c1ccc(NC(=O)CSc2nc(C)cc(=O)[nH]2)cc1	6
O=C(Nc1cccnc1)C1CCCC1	4
Cc1sc(N2CCN(C(=O)c3ccccc3)CC2)nc1-c1ccccc1	1
O=c1c(-c2cc(-c3ccccc3)nc3c2COc2ccc(Cl)cc2-3)coc2ccc(F)cc12	-3
COc1ccccc1OC(=O)c1ccc(C)c(C)c1	-5
Cc1ccc(C(=O)/C=C/c2cn(CC(O)CN3CCCCCC3)c3ccccc23)cc1 (configuration not stated)	-9

3 records picked at random from those above, as already listed:
Compound	ROC1-CUL1 inh
Cc1cc(C)c(S(=O)(=O)N2CCC(C(=O)Nc3ccc(Br)cc3F)CC2)c(C)c1	1
CCC1CCCCN1C(=O)CCS(=O)(=O)c1cc2c(cc1C)NC(=O)CO2 (configuration not stated)	5
COc1cc(CN2Cc3cc(Cl)ccc3OC(C)C2)cc(OC)c1O (configuration not stated)	9
